# ALOX12 inhib – inhibitors of human 12-lipoxygenase (ALOX12) | P18054 | purified 12-hLO, xylenol orange hydroperoxide absorbance | Potency, µM (series often up to 57.1 µM), for the others: at the highest dose activity change, negative = inhibition, most hits filed as inhibitors | 150,000 tested, 0.12% active; further: potency means the concentration at half of the fitted maximal effect; nearly all actives have a fitted effect of over 55% in size; many of its hits are not listed in these tables
# Target sequence (P18054 whole entry, looked up): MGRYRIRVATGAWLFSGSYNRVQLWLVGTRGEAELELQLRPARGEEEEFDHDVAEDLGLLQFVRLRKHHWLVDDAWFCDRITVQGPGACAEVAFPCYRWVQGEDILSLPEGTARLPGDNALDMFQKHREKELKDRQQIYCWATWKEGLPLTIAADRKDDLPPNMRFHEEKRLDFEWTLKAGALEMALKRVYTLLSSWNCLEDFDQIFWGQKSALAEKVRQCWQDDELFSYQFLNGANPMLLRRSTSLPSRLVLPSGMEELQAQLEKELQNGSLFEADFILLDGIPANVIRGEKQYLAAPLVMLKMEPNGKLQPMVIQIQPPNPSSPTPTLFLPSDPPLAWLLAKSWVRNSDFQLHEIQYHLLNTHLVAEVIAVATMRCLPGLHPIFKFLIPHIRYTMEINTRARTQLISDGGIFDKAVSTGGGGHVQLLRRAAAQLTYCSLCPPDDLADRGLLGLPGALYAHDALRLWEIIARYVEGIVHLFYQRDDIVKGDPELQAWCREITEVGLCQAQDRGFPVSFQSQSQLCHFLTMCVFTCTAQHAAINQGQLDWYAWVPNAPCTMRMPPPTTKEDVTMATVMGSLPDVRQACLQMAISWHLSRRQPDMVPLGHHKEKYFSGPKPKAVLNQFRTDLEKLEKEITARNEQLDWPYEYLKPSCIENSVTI
#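 Purified human 12hLO (150 nM), preincubated 15 min with compound, then 40 uM arachidonic acid for 30 min, room temperature, Hepes pH 7.0 with 0.01% Triton X-100. Hydroperoxide detected by ferrous iron/xylenol orange; 573/405 nm absorbance ratio gives reaction progress.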
# IMPase inh – cell-permeable inhibitors of inositol monophosphatase (IMPase); 120,000 tested, under 10 active; inhibition (IP1 accumulation), % at 46.1 µM; P97697; CHO-M1 cells, IP1 accumulation, HTRF TR-FRET ratio; active means well fitted curve in the direction sought with a large enough effect in the signal ratio, not every such curve was filed as active; inconclusive means small, poorly fitted or top-dose-only effect, or a change in a side signal; inactive means no such curve, though single readings can be large or run the other way; the % refers to the signal ratio;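 further: cells stimulated with carbachol in lithium chloride buffer; plate controls were DMSO basal wells for no effect and reference inhibitor wells for full effect; higher means more IMPase inhibition seen as more IP1 and lower FRET ratio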
# Target sequence (P97697 whole entry, looked up): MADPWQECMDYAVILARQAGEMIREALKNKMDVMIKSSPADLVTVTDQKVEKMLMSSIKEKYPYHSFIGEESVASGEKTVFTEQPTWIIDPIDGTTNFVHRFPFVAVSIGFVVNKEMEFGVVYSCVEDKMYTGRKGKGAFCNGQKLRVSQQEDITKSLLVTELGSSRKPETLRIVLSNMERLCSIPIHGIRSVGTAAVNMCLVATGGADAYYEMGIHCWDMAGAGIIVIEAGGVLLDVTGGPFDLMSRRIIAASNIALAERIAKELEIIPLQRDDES
#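 CHO-M1, 2000 cells/well, cultured 16–30 h; cpd up to 46 uM; carbachol (50 uM solution, stimulation buffer w/ 50 mM LiCl, pH 7.4), 30 min 37C; IP-One TR-FRET, 10 min RT; Ex 320/Em 665, 620; Hill-fit AC50.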
# PNC inhibitor – blocks assembly of the perinucleolar compartment | PC3M PTB-GFP, PNC prevalence imaging, 16 h; hits give low values | activity change (PNC), negative = inhibition, % at 10 µM | 140,000 tested, 3.1% active;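 active means readout at or below -70, meaning at least 70% loss of cells showing the perinucleolar compartment, a nuclear body marking cancer cells; inconclusive means readout between -30 and a set limit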;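 further: plate controls were DMSO wells for no effect and camptothecin positive control wells for full effect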
#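 Compounds are pinned in duplicate onto adhered PC3M cells stably expressing GFP-tagged PTB and incubated 16 h at 37 C. Cells are then fixed, nuclei stained with Hoechst, and PNC-positive cells counted.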
# ALOX15B inhib – inhibitors of human 15-lipoxygenase 2 (ALOX15B); O15296; purified 15hLO-2, xylenol orange hydroperoxide absorbance; Potency, µM (doses to about 57.1 µM), inactives show at the top dose activity change, negative = inhibition, hits mostly inhibitors; 110,000 tested, 0.56% active; AID 881; further: potency means the concentration at half of the fitted maximal effect; nearly all actives have a fitted effect of over 60% in size; many of its hits are not listed in these tables
#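 Read-out: hydroperoxide product oxidises ferrous iron, measured as xylenol orange complex via the 573-to-405 nm absorbance ratio after 30 min. Reaction: 50 nM enzyme, 15 min compound preincubation, 45 uM arachidonic acid, 90 min RT, Hepes pH 7.5 with Triton X-100.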
# The depositor's hits bear a star; ? = inconclusive; · = no result given; [ ] = dose if it differs, or a comment. Unless noted, the call rests on the fitted dose curve; in most records, active means well fitted curve in the direction sought with a large enough effect; inconclusive means small, poorly fitted or top-dose-only effect, or another doubt; inactive means no such curve, though single readings can be large; an effect the other way counts as inactive or inconclusive. Unless noted, on the % scale 0 is the no-effect control and ±100 the full control effect. An excerpt; the hit share may differ from the screen's.
SMILES,ALOX12 inhib,IMPase inh,PNC inhibitor,ALOX15B inhib
CCOc1cc(CNc2ccc(N3CCN(C(C)=O)CC3)cc2)cc(Br)c1OC,?,·,?,·
CC(OC(=O)CCCN1C(=O)c2ccccc2C1=O)C(=O)Nc1ncc(Cl)cc1Cl (stereo not given),-2.9%,4.0,41.0,-1.6%
Cc1snc(SCC(=O)c2ccc(Cl)cc2)c1C#N,-22.4%,4.1,-10.7,-16.3%
CC1CCN(C(=O)CSc2nc3ccccc3s2)CC1,-12.4%,12.3,12.4,-17.1%
CCOC(=O)c1sc(NC(=O)CSc2nnnn2-c2ccc(C)cc2C)nc1C,-2.9%,8.5,-24.6,-11.2%
Cc1ccc2[nH]c(C)c(/C=N/Nc3nc4ccccc4s3)c2c1,-15.1%,2.4,58.9,-27.8%
Cc1sc2nc(NCCO)[nH]c(=O)c2c1C,-1.1%,-1.3,-1.8,-2.2%
CC1(NC(=O)C23CC4CC(CC(C4)C2)C3)CCS(=O)(=O)C1 (stereo not given),5.0%,-0.7,?,-0.4%
CCCn1c(C)nc2c(NCCCN(CC)CC)nc(C)nc21,1.5%,·,·,2.1%
O=C(N/N=C/c1ccncc1)c1cc([N+](=O)[O-])cc([N+](=O)[O-])c1O,-28.2%,7.5,?,-15.6%
Cc1ccc(NC(=O)NC(=O)CN2C(=O)NC3(CCc4ccccc43)C2=O)c(C)c1 (stereo not given),-13.6%,8.7,?,-29.0%
Cn1c(C2=C(O)CN(c3ccc4c(c3)OCCO4)C2=N)nc2ccccc21,0.4%,-6.5,-4.1,2.1%
COc1ccc(Cn2nnnc2C(c2ccccc2OC)N2CCC(C(N)=O)CC2)cc1 (stereo not given),-1.4%,2.0,30.4,5.7%
COC(=O)C(CC(=O)Nc1cc(C)ccc1C)Nc1ccccc1OC (stereo not given),-3.9%,6.3,25.3,-4.7%
O=c1nc2n(c3c1oc1ccccc13)Cc1ccccc1-2,-4.0%,?,31.1,2.1%

# Part of the list above with just IMPase inh.
molecule	IMPase inh
Cn1c(C2=C(O)CN(c3ccc4c(c3)OCCO4)C2=N)nc2ccccc21	-6.5
COc1ccc(Cn2nnnc2C(c2ccccc2OC)N2CCC(C(N)=O)CC2)cc1 (stereo not given)	2.0

# Next part.
SMILES,ALOX12 inhib,IMPase inh,PNC inhibitor,ALOX15B inhib
Cc1cccc(NC(=O)CN2C(=S)NC(C)(C)CC2C)c1C (stereo not given),-1.7%,·,37.4,·
O=C(Cc1ccc(-n2cccc2)cc1)NC1CCCCC1,-5.6%,-4.0,?,1.8%
Cc1nc(N2CCOCC2)c2nc(-c3ccccc3)n(CCN3CCCC3)c2n1,-0.5%,·,·,16.3%
CSC1=N/C(=C\c2ccc(C)cc2)C(=O)S1,-8.1%,7.7,?,-13.1%
CCC(c1nnnn1Cc1ccco1)N1CCC(C(N)=O)CC1 (stereo not given),-5.0%,3.3,7.4,6.0%
CC(C)CN1CCCC2(CCN(C(=O)c3cnccn3)CC2)C1,1.6%,·,·,0.6%
Cc1ccc(/C=N/NC(=O)c2cc3c(ccc4ccccc43)o2)cc1[N+](=O)[O-],4.2%,4.7,23.9,-19.8%
O=C1CCC(C(=O)O)(c2ccccc2)C1 (stereo not given),-2.5%,1.9,-29.9,-0.8%
Cc1ccc(/C=C/c2ccc(=O)n(Cc3ccccc3Cl)n2)cc1,-16.2%,6.2,0.1,7.8%
Oc1ccc(C2Oc3cc(O)cc(O)c3CC2O)cc1 (stereo not given),-5.4%,·,·,-4.4%
O=c1/c(=C\c2cccnc2)sc2nc3ccccc3n12,-3.2%,2.0,2.2,-7.9%
Cn1c(CNS(=O)(=O)c2ccc(F)cc2)n[nH]c1=S,-1.5%,5.2,-29.6,2.4%
O=C(Nc1ncc(Cc2ccccc2)s1)C1COc2ccccc2O1 (stereo not given),-5.6%,-1.9,?,35.9%[activator]
CCC(C)(C(=O)NC1CCCCC1)N(C)C(=O)c1ccc2c(c1)OCO2 (stereo not given),6.2%,-1.1,1.0,7.9%
O=C(/C=C/c1ccc([N+](=O)[O-])cc1)OCC(=O)N1c2ccccc2Sc2ccccc21,-0.2%,·,-5.6,·

# Next section.
SMILES,ALOX12 inhib,IMPase inh,PNC inhibitor,ALOX15B inhib
COc1ccc(OCC(=O)Nc2ccc3c(c2)nc(CN2CCCC2)n3C)cc1,-3.4%,7.5,?,27.5%
CC(C)NC(=O)c1cc2nc(-c3ccco3)cc(C(F)(F)F)n2n1,5.3%,-18.6,18.0,-14.0%
Cc1c(-c2ccccc2)c(P(=O)(N2CCOCC2)N2CCOCC2)c2ccccn12,4.5%,0.1,7.0,-9.7%
CO/N=C/NC(=O)c1c(OC)ccnc1Oc1cccc(C(F)(F)F)c1,2.2%,?,3.6,1.3%
CCOc1ccccc1N,2.7%,·,·,0.4%
Cc1nn(C)cc1C1Nc2ccccc2C(=O)N1O (stereo not given),-17.2%,·,-9.8,·
c1ccc(-n2ncc(-c3nn[nH]n3)n2)cc1,-4.3%,6.8,2.9,-4.3%
Cc1ccc(-n2c(Cc3cccn3C)nnc2SCC(=O)N2CCN(c3ccccc3)CC2)cc1,-10.6%,12.3,15.6,-15.5%
COc1ccc(O[C@H]2C=C[C@@H](c3ccccc3)O[C@@H]2COC(=O)CCC(C)=NO[C@@H]2O[C@H](COC(C)=O)[C@@H](OC(C)=O)[C@H](OC(C)=O)[C@H]2OC(C)=O)cc1,2.5%,·,46.1,·
COc1ccc(/C=N/NC(=O)CC2N=C(Cc3ccccc3)NNC2=O)cc1OC (stereo not given),0.8%,·,4.2,·
O=C(Cc1cccc2ccccc12)N/N=C/c1ccc(Sc2nc3ccccc3s2)o1,0.5%,5.3,-3.6,?
O=C(NCCCn1ccnc1)Nc1ccc(Cl)cc1,-2.0%,3.4,?,14.4%
CCOC(=O)N1CCN(C(=O)CN(c2cccc(C(F)(F)F)c2)S(C)(=O)=O)CC1,4.5%,-4.9,-14.3,-4.9%
COCC(=O)NNS(=O)(=O)c1ccccc1[N+](=O)[O-],-2.7%,·,-1.9,·
COc1ccc(CCN2C(=O)CC(N3CCOCC3)C2=O)cc1 (stereo not given),1.0%,·,-7.3,·

# Continued.
SMILES,ALOX12 inhib,IMPase inh,PNC inhibitor,ALOX15B inhib
Cc1nn(C)c(C)c1NC(=O)CN1CCC(O)(c2ccc3c(c2)OCO3)CC1,-3.0%,-3.7,-27.4,-3.5%
CCC(=O)c1cc(-c2nc3ccccc3n2C)n(C)c1,0.5%,-4.2[1.84 µM],26.9,0.6%[11.4 µM]
COc1ccc2c(c1)C1CC(C)(NC(=O)C1S(=O)(=O)c1ccc(F)cc1)O2 (stereo not given),-2.9%,-6.3,-5.3,·
Cc1ccccc1Nc1ncnc2c1cnn2-c1ccccc1,-8.6%,1.4,28.4,21.5%
COc1cccc(C(=O)Nc2ncc3c(n2)CC(c2ccc(OC)cc2OC)CC3=O)c1 (stereo not given),-3.6%,?,22.5,-12.1%
COCCN1C(=O)C(CC(=O)Nc2ccc(C(C)=O)cc2)SC1=Nc1ccccc1 (stereo not given),-5.0%,11.0,-3.0,-2.3%
Cc1cc(C)n(-c2nc3c(c(=O)[nH]c(=O)n3C)n2Cc2cccc(Br)c2)n1,-4.5%,-10.8,-7.5,0.2%
Cc1cc(OCCCn2ccnc2)cc(C)c1Cl,1.0%,1.3,-24.5,25.2%
Cn1ccnc1SCC(=O)Nc1ccc2ccccc2c1,-1.5%,-10.9,?,8.7%[2.29 µM]
Clc1ccc(-c2ccc(/C=N/Nc3nncc(-c4ccccc4)n3)o2)cc1,-11.6%,-5.2,7.7,-2.9%
COC(=O)c1c(NC(C)=O)sc2c1CCCCC2,-3.5%,·,-2.7,·
CC1=C(C(N)=O)C(c2cccnc2)n2nc(SCc3ccccc3Cl)nc2N1 (stereo not given),0.0%,1.7,-13.0,·
COc1ccccc1N(C(=O)CNS(=O)(=O)c1ccccc1)C(C(=O)NCc1ccco1)C(C)C (stereo not given),3.3%,-9.5,?,-6.3%
O=C(CCCCCN1C(=O)CCC1=O)Nc1ccc(Cl)c(C(F)(F)F)c1,4.8%,-0.7,-7.7,-7.3%
CC(NC(=O)C(=O)NCCC1=CCCCC1)c1ccccc1 (stereo not given),-0.3%,·,49.4,·

# The results go on.
SMILES,ALOX12 inhib,IMPase inh,PNC inhibitor,ALOX15B inhib
CCOC(=O)c1ccc(-c2cccc(-c3cc(=O)oc4cc(OC)cc(OC)c34)c2)cc1,-1.2%[0.00818 µM],·,·,-9.3%[0.0915 µM]
O=C(O)c1ccc(Cl)c(NC(=O)C2CCCN2S(=O)(=O)c2cccc3nsnc23)c1 (stereo not given),-1.9%,-1.1,3.9,0.8%
CCSC1=C(C#N)C(c2ccccc2C)CC(=O)N1 (stereo not given),-3.3%,8.4,15.7,14.4%
Cc1cccc(C)c1NC(=O)C(c1cccs1)N(Cc1ccco1)C(=O)Cn1nnc2ccccc21 (stereo not given),-0.7%,0.0,?,-6.6%
O=S(=O)(Nc1ccc2nc(-c3ccco3)[nH]c2c1)c1ccccc1,-8.2%,1.4,12.1,-17.2%
CC(C)C(=O)N(Cc1cc2ccccc2[nH]c1=O)C(C)(C)C,-3.0%,2.3,12.6,-4.1%
Cc1csc(NC(=O)CSc2ncnc3c2cnn3-c2ccccc2Cl)n1,-0.4%,12.1,32.0,6.7%
CCN(CC)C(=O)c1ccc(Nc2nnc(C)c3ccccc23)cc1,3.6%,?,-24.5,·
O=C(Nc1nc(-c2ccccc2)cs1)C1CCCN(S(=O)(=O)c2ccccc2)C1 (stereo not given),-8.3%,10.1,14.3,2.8%
COc1ccc(C(=O)N/N=C2/SCC(=O)N2Cc2ccc3c(c2)OCO3)cc1OC,-1.8%,-6.6,42.8,-5.9%
O=C(CN1C(=O)C2CC=C(Cl)CC2C1=O)NCc1ccccc1 (stereo not given),-28.3%,-4.6,11.2,-0.6%
CS(=O)(=O)N(CC(=O)Nc1ccccc1Sc1ccccc1)C1CCCCC1,3.1%,11.1,-19.9,-4.3%
Clc1ccc2[nH]c(-c3ccccc3)cc2c1,-13.8%,-0.2,6.3,-0.9%
Cc1cc(Nc2ccccc2)n(C(=O)c2ccc(N)cc2)n1,-5.9%,4.0,-86.2*,·
C(=C\c1nnc2c3ccccc3ncn12)/c1ccccc1,-3.2%,·,-96.8*,·

# Further results.
SMILES,ALOX12 inhib,IMPase inh,PNC inhibitor,ALOX15B inhib
O=c1c2ccccc2nc2n1C(CSc1ccc(Br)cc1)CN2 (stereo not given),-1.0%,2.8,10.1,-8.3%
CN1C(=O)C2(C(C#N)=C(N)Oc3c2oc(CO)cc3=O)c2ccccc21 (stereo not given),-0.2%,11.7,-17.8,-2.2%
Cc1cc(C)c(S(=O)(=O)Nc2ccc(-c3cn4ccccc4n3)cc2)c(C)c1,-1.9%,3.8,?,13.1%
COc1cc(OC)c(N(C)S(=O)(=O)c2cccc(C(=O)OCC(=O)c3c[nH]c4ccccc34)c2)cc1Cl,3.3%,·,3.4,·
CC(=O)CCS(=O)(=O)c1ccc(NC(C)=O)cc1,-1.2%,1.8,-26.1,1.8%
CCCc1cc(=O)oc2cc(OCc3ccc(OC)cc3)c(Cl)cc12,7.5%,-3.9,-5.1,·
CC(C)(C)c1ccc(C(=O)N2CCCCCC2=O)cc1,-3.0%,0.1,12.2,·
Cc1nc2ccc(NC(=O)N3CCSCC3)cc2nc1C,-10.7%,2.1,23.6,-11.7%

# A draw from above in order of heavy-atom count, low to high:
SMILES,ALOX12 inhib,IMPase inh,PNC inhibitor,ALOX15B inhib
CCCn1c(C)nc2c(NCCCN(CC)CC)nc(C)nc21,1.5%,·,·,2.1%
Cc1nc(N2CCOCC2)c2nc(-c3ccccc3)n(CCN3CCCC3)c2n1,-0.5%,·,·,16.3%
O=C(/C=C/c1ccc([N+](=O)[O-])cc1)OCC(=O)N1c2ccccc2Sc2ccccc21,-0.2%,·,-5.6,·

# Bioassay records as filed in PubChem.
